Screening data from PubChem.
E-sel inducer = induces E-selectin expression in human endothelial cells; AID 686992; P16581; activation, % at 7.58 µM; 260,000 tested, 0.37% active; HUVEC E-selectin immunofluorescence imaging; normalized: neutral wells 0, TNF-alpha wells 100;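 active = mean E-selectin-positive cell signal at least 10% of the positive control, reached in at least 60% of replicates, without over 20% cell loss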;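 note: in these data hits start at about 27%; measured in HUVEC primary endothelial cells; signal is the percent of cells scored E-selectin positive by PE staining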
Target sequence (P16581 whole entry, looked up): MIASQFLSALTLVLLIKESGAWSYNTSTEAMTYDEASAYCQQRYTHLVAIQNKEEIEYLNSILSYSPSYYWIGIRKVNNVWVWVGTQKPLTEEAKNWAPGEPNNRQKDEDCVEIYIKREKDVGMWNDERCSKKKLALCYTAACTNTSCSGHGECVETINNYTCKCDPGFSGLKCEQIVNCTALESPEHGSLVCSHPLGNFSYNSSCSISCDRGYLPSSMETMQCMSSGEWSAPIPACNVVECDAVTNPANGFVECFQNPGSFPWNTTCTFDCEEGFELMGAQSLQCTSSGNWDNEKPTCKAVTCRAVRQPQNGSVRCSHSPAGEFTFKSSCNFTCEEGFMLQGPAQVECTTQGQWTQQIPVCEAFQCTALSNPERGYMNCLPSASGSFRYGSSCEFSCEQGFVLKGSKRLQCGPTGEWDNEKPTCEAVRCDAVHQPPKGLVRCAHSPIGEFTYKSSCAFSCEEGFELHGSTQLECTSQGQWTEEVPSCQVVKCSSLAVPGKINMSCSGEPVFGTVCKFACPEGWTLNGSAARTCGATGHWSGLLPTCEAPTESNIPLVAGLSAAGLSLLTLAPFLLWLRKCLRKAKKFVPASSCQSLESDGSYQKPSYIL
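Read-out: % PE-positive cells | Test system: HUVEC | Doses: One compound dose added by pin transfer | Buffer or medium: EGM-2 over gelatin coat | Signal: Immunofluorescence imaging | Benchmarks: TNF-alpha, DMSO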
RAD54 inh = inhibitors of human RAD54 branch migration; RAD54 Holliday junction branch migration, FAM/BHQ fluorescence; AID 602329; 360,000 tested, 0.14% active; Q92698; inhibition, % at 10.4 µM;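 active = mean normalized replicate activity at least 40 and at least half of replicates scoring 40 or more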;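 note: 0% = median of neutral control wells and 100% = median of positive control wells; inhibitors cause a drop in the FAM fluorescence signal; in these data hits start at about 50%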
EWS-Fli inh = EWS/Fli transcriptional activity inhibition | inhibition, % at 12.6 µM | A673 NR0B1-luciferase reporter, viability-normalised | 350,000 tested, 0.67% active;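 active = mean inhibition of at least 50% after viability correction, with every replicate also passing that limit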;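 note: firefly luciferase signal divided by Alamar Blue viability fluorescence both relative to DMSO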
RAD52 inh = RAD52 (human) annealing inhibition. 360,000 tested, 0.46% active. P43351. inhibition, % at 18.7 µM. recombinant RAD52 DNA annealing, FRET fluorescence;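 active = every replicate showing at least 50% inhibition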
Target sequence (P43351 whole entry, looked up): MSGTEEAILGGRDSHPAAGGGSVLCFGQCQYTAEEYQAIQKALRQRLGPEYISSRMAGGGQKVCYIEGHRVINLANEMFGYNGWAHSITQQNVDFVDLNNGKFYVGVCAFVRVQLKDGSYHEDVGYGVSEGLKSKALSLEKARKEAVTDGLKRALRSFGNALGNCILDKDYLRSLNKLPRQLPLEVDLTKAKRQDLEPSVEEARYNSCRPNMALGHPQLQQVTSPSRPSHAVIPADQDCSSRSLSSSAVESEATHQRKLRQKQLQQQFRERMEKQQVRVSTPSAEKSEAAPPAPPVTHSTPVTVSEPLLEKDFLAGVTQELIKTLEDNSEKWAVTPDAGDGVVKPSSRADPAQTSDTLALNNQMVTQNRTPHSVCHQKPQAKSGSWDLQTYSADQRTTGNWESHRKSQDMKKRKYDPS
S100A4 MyoIIA = blocks human S100A4 binding to myosin IIA peptide; P26447; S100A4/TAMRA-MyoIIA peptide fluorescence polarization; inhibition, % at 10.7 µM; 360,000 tested, 0.14% active;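 active = mean inhibition of at least 70% across replicates, with every replicate also reaching that level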
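Test system: S100A4 monomer protein. Medium: HEPES buffer with Ca2+, pH 7.2. Reagent: fluorescent myosin IIA peptide, 5 nM. Compound dosing: single-point compound testing. Timing: 5 min between mix addition and reading. Benchmarks: DMSO neutral and TFP positive wells.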
esBAF inh = inhibitors of esBAF chromatin remodeling in mouse ES cells; Bmi1-luciferase knock-in reporter, 24 h; 100% = twice the neutral-well signal; reporter increase, % at 12.5 µM; 350,000 tested, 2% active; in the data active = activation above about 40%;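 note: 0% = median of the plate's neutral control wells and 100% = double that signal; a rise in the Bmi1 reporter signal indicates esBAF inhibition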
FN deposit inh = fibronectin deposition inhibition; AH1F fibroblasts, Alexa488-fibronectin deposition fluorescence, overnight; inhibition, % at 12.6 µM; 350,000 tested, 0.086% active;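 active = mean inhibition across replicates of 30% or more, regardless of how many single replicates reach that level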;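 note: positive control wells lacked labelled fibronectin entirely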
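test system = AH1F fibroblasts assembling fluorescent fibronectin matrix | quantity = 10000 AH1F cells per well | buffer or medium = DMEM plus 2% serum, read in PBS | doses = single dose, pinned | incubation = 1 h cell attachment, overnight exposure to compound and label | detection = fluorescence at 485 nm excitation, 525 nm emission | read-out basis = inhibition from reduced deposited-fibronectin fluorescence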
XiGFP reactiv = activators of X-chromosome reactivation in mouse fibroblasts; XiGFP mouse fibroblasts, % GFP-positive cells imaging, 3 d; cells co-treated with 5-aza-dC sensitizer; scaled so ellipticine positive control = 100%; activation, % at 7.58 µM; 360,000 tested, 0.055% active;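 active = mean normalized replicate activation at least 10% and every replicate at or above 10%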;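 note: 0% = median of on-plate neutral control wells and 100% = ellipticine 6 µM median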
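Assay system: SV40-immortalized XiGFP fibroblast cells, line 68-5-11; buffer or medium: DMEM plus 5-aza-dC sensitizer; compound: one concentration, pinned; timing: compounds 3 days, fix/stain 15 min at room temperature; benchmarks: positive control ellipticine, 6 µM final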
An asterisk follows results filed as active; i = inactive; . = no result given.

Start of the data: the first 5 entries as a preview:
SMILES	E-sel inducer	RAD54 inh	EWS-Fli inh	RAD52 inh	S100A4 MyoIIA	esBAF inh	FN deposit inh	XiGFP reactiv
CC(C)(C)OC(=O)N1CCC[C@H]1C(=O)Nc1ccc(S(=O)(=O)C(F)F)cc1	0.0	-6.2	5.4	-10.5	-2.0	-6.3	5.0	0.0
CC1C=NC(S(=O)(=O)N2CC[C@@H]3[C@H]2c2cc(-c4ccc(F)cc4)ccc2N(C)[C@H]3CO)=N1 (stereo not given in full)	2.1	-6.4	-4.7	.	.	4.3	-2.3	0.0
O=C1CCc2cc(S(=O)(=O)Nc3ccccc3)cc3c2N1CC3	-1.3	.	7.4	-7.5	-1.9	.	-6.3	-0.1
COc1ccccc1C(=O)N/C(=C\c1cn(C)c2ccccc12)C(=O)N1CCCC1	-0.4	-3.5	.	-12.5	-1.1	-7.2	2.2	0.0
CCOc1ccc(NC(=O)CN(C)C(=O)c2cn(-c3ccc(C)cc3)nc2-c2cccc(OC)c2)cc1OCC	0.0	4.1	-5.3	-2.6	-15.4	5.3	-6.0	0.0

All compounds of this part, previewed entries included:
SMILES	E-sel inducer	RAD54 inh	EWS-Fli inh	RAD52 inh	S100A4 MyoIIA	esBAF inh	FN deposit inh	XiGFP reactiv
CC(C)(C)OC(=O)N1CCC[C@H]1C(=O)Nc1ccc(S(=O)(=O)C(F)F)cc1	0.0	-6.2	5.4	-10.5	-2.0	-6.3	5.0	0.0
CC1C=NC(S(=O)(=O)N2CC[C@@H]3[C@H]2c2cc(-c4ccc(F)cc4)ccc2N(C)[C@H]3CO)=N1 (stereo not given in full)	2.1	-6.4	-4.7	.	.	4.3	-2.3	0.0
O=C1CCc2cc(S(=O)(=O)Nc3ccccc3)cc3c2N1CC3	-1.3	.	7.4	-7.5	-1.9	.	-6.3	-0.1
COc1ccccc1C(=O)N/C(=C\c1cn(C)c2ccccc12)C(=O)N1CCCC1	-0.4	-3.5	.	-12.5	-1.1	-7.2	2.2	0.0
CCOc1ccc(NC(=O)CN(C)C(=O)c2cn(-c3ccc(C)cc3)nc2-c2cccc(OC)c2)cc1OCC	0.0	4.1	-5.3	-2.6	-15.4	5.3	-6.0	0.0
C[C@H]1CN([C@@H](C)CO)S(=O)(=O)c2ccc(-c3cccc(C#N)c3)cc2O[C@H]1CN(C)C(=O)c1ccccc1	-0.4	2.8	5.0	0.4	3.7	2.3	4.0	0.0
C[C@H]1CN([C@@H](C)CO)C(=O)c2cccc(NC(=O)c3cnccn3)c2O[C@@H]1CN(C)S(=O)(=O)c1ccc(F)cc1	-0.3	-2.5	.	.	.	-0.4	.	-0.4
Cc1ccc(S(=O)(=O)NC(=O)Nc2cc(C)ccc2F)cc1	.	7.0	.	.	-3.0	1.2	4.2	.
Nc1nc(SCC(=O)Nc2cc(Cl)c(Cl)cc2Cl)n[nH]1	-0.1	-0.8	-3.2	-7.0	26.6	-1.1	-10.1	0.2
Cc1noc(C)c1NC(=O)N(C)C[C@@H]1Oc2c(NC(=O)Nc3ccc(F)cc3)cccc2C(=O)N([C@H](C)CO)C[C@@H]1C	11.8	-3.3	-1.3	-2.1	10.4	0.5	.	0.4
CCCCN(CCCC)S(=O)(=O)c1ccc(NS(=O)(=O)c2ccc(NC(C)=O)cc2)cc1	.	.	12.0	-17.2	-3.0	0.1	.	.
O=C(OCC#Cc1c(COC(=O)c2ccccc2)nnn1Cc1ccccc1)c1ccccc1	0.0	-8.1	-6.1	-2.8	-3.6	-0.2	-15.5	0.0
O=C(NN=C1CCCC1)c1ccccc1OCc1ccc(Cl)cc1	.	.	-3.9	2.5	-1.2	.	-3.5	0.3
C[C@@H]1CN([C@@H](C)CO)C(=O)CCCn2nncc2CO[C@@H]1CN(C)Cc1cccc2c1OCCCO2	0.1	-0.8	2.5	0.0	5.0	-6.5	6.0	0.1
CSc1nc2[nH]ncc2c(=O)n1-c1ccccc1	.	.	1.8	-4.6	-12.4	.	3.6	0.1
CCOc1ccccc1NC(=O)NC1CCCCCCC1	-0.1	2.6	-0.6	-3.0	-2.8	3.1	-8.3	0.4
Cc1cc(C(=O)Nc2cccc3c2O[C@@H](CN(C)C(=O)NC2CCCCC2)[C@H](C)CN([C@@H](C)CO)C3=O)n(C)n1	-6.7	2.4	-1.1	-1.9	11.4	-2.3	.	-0.4
COc1cc(C2NC(=O)c3ccccc3O2)ccc1OC(C)C (stereo not given)	.	3.6	11.1	-5.5	-3.5	-4.7	-11.0	0.2
CC1(C)OC(C)(C)/C(=C\c2ccc(OCC(N)=O)cc2)C1=O	-0.5	7.7	-5.0	7.4	2.2	-1.8	6.2	0.0
CCC(=O)Nc1ccc2c(c1)OC[C@H](C)N(C(=O)COC)C[C@@H](C)[C@H](OC)CN(C)C2=O	0.3	-3.2	-7.3	-8.1	9.7	-1.0	-5.4	0.0
O=C(COc1cccc2ccccc12)N/N=C/c1ccncc1	.	5.8	3.7	5.7	-42.8	-5.0	7.3	0.0
O=C(Nc1ccccc1-c1nc2ccccc2s1)c1cccnc1Cl	.	8.0	3.4	-15.4	0.4	-4.7	.	.
O=C(c1ccccn1)N1CC(=O)N2[C@H](C1)[C@H](c1ccc(C#Cc3ccccc3)cc1)[C@@H]2CO	0.8	.	2.2	-5.7	18.6	.	.	0.3
O=C(COc1ccc([N+](=O)[O-])cc1)Nc1ccccc1N1CCCC1	.	0.9	10.0	-5.0	6.4	-4.0	.	0.2
CC(=O)c1ccccc1NC(=O)COC(=O)c1c(C)nn(-c2ccccc2)c1C	-2.7	-6.9	-53.2	-5.2	-13.8	33.1	7.7	0.0
C/C(=N\NC(=O)CSc1nc(C)[nH]c1[N+](=O)[O-])c1ccc(F)cc1	.	-6.3	-26.2	4.5	3.7	2.1	0.4	0.2
COc1ccc(CN(CC(=O)NCc2ccc(F)cc2)C(=O)CCC(=O)Nc2nccs2)cc1	.	1.8	-1.1	-4.7	1.5	-5.7	-2.8	0.1
CC(C)C#Cc1ccc2c(c1)O[C@@H](CN(C)C(=O)c1cnccn1)[C@H](C)CN([C@@H](C)CO)S2(=O)=O	2.5	-1.4	15.1	14.0	2.1	-0.3	1.8	0.0
CCCC(C)NC(=O)c1cc(S(=O)(=O)N2CCCCCC2)ccc1OC (stereo not given)	.	4.3	5.1	-5.4	4.6	1.8	0.5	0.4
Cc1nn(C)c(C)c1S(=O)(=O)N1CCC(CO)(CC2CCCCO2)CC1 (stereo not given)	.	3.3	5.5	0.3	2.2	1.2	.	-0.2
CS(=O)(=O)c1ccc2c(c1)sc1nc(=O)c(/C=C3/C=CC(=O)C(O)=C3)c(N)n12	.	.	-10.2	-40.0	-13.9	.	-0.8	-0.1
Cc1c(Cl)cccc1NC(=O)c1cc(-c2ccco2)on1	.	-7.8	-49.5	-11.5	0.2	27.6	3.4	0.0
COc1ccc2c3c(n(C)c2c1)[C@H](CO)N(C(=O)CC1CC1)CC31CCN(C(=O)CC2CC2)CC1	-0.4	.	-9.0	-2.5	-1.4	.	.	0.2
Cn1c2ccccc2c(=O)c2ccc(C#CC3(N)CCCCC3)cc21	-0.3	24.2	-86.2	10.1	-0.1	-15.0	1.2	0.1
O=C(O)/C=C\C(=O)Nc1ccc(F)c(F)c1F	.	5.8	10.5	-12.7	-2.4	-6.9	-2.2	0.2
CN1C(=O)c2cc(NC(=O)C3CC3)ccc2OC[C@H]2O[C@H](CC(=O)NC3CCC3)CC[C@@H]21	0.2	-14.7	-0.9	4.2	3.8	-9.8	-7.9	0.2
O=C1[C@H](Cc2ccccc2)NCCCC[C@@H](c2ccco2)N1Cc1ccccc1	0.0	0.4	-6.2	i	-9.4	1.9	2.5	0.1
Cn1nc(C(F)(F)F)c(-c2ccc(Br)cc2)c1NC(=O)c1nccnc1C(=O)O	0.0	-5.6	14.0	-17.4	-0.4	.	-3.7	0.0
CC1CCc2c(sc3ncn(CCO)c(=O)c23)C1 (stereo not given)	6.5	-0.9	-57.6	-13.6	1.5	53.0*	5.2	-0.2
CN(C)S(=O)(=O)c1ccc2c(c1)nc(CCC(=O)NCc1ccc(Cl)cc1)n2C	.	.	8.2	-37.6	-5.3	.	-16.4	0.0
CS(=O)(=O)N1CCC(C(=O)Nc2cccc(Cl)c2Cl)CC1	.	-9.1	3.0	1.5	-6.3	6.7	8.8	0.1
O=C(CN1C(=O)C2C3C=CC(C4CC34)C2C1=O)Nc1cnc2ccccc2c1 (stereo not given)	.	.	-5.0	-1.1	-4.1	.	-13.9	0.0
O=C1CN(S(=O)(=O)Cc2ccccc2)C[C@H]2[C@@H](c3ccc(C#Cc4ccccc4)cc3)[C@@H](CO)N12	-0.1	.	-10.8	-18.4	-4.8	.	11.0	0.0
CC(C)(C)C1=NN=C2c3ccccc3C(=O)C21 (stereo not given)	0.0	2.7	-9.7	-11.1	-0.3	-0.6	4.7	0.0
CCOc1ccc(OCCC(=O)Nc2ccc3c(c2)OCO3)cc1	0.6	-6.5	-4.3	-6.4	-4.2	-0.5	2.9	0.3
CCCn1nnnc1NC(=O)c1cc(Cl)ccc1Cl	.	7.0	16.7	-13.1	-5.4	.	-3.5	0.0
COC(=O)c1c(C)[nH]c(C)c1-c1ccc([N+](=O)[O-])cc1	.	.	10.8	10.6	5.0	.	4.9	0.0
CCn1nnnc1SCC(=O)N1CCCCC1	-0.3	-12.0	-0.5	-2.0	4.5	3.1	4.5	-0.2
COc1ccc(S(=O)(=O)N(C)c2ccc(C(=O)NCc3ccccn3)cc2)cc1	-0.3	-14.6	.	-1.6	-0.3	-2.5	5.3	0.0
COc1ccc(-n2c(Cn3nnc4ccccc43)nnc2SCC(=O)O)cc1	0.3	6.1	.	.	.	-9.9	-4.1	.
Next part
SMILES	E-sel inducer	RAD54 inh	EWS-Fli inh	RAD52 inh	S100A4 MyoIIA	esBAF inh	FN deposit inh	XiGFP reactiv
CC(C)Oc1ccc(S(=O)(=O)N2CCOCC2)cc1NC(=O)C1CSC2(C)CCC(=O)N12 (stereo not given)	-1.7	.	8.0	-8.8	4.9	.	-2.3	-0.1
Cc1cn(CC(=O)NCCc2c[nH]c3ccccc23)c(=O)[nH]c1=O	0.2	8.1	1.0	-8.6	0.3	-2.5	-1.9	0.5
CO[C@@H]1CN(C)C(=O)c2cc(NC(=O)c3nc4ccccc4s3)ccc2OC[C@H](C)NC[C@@H]1C	0.3	10.5	-20.7	-13.0	-34.4	7.8	-1.6	0.4
Cc1ccc(S(=O)(=O)Nc2ccc3c(c2)C(=O)N([C@@H](C)CO)C[C@@H](C)[C@H](CN(C)Cc2ccc(Cl)c(Cl)c2)OCCCC[C@@H](C)O3)cc1	.	-3.7	13.0	31.4	-3.6	-0.8	-2.3	0.2
NC(=O)c1ccc[n+](CC(=O)c2ccccc2)c1	-0.1	-10.9	-2.1	-0.6	0.6	.	7.9	0.0
COc1ccc(CNC(=O)C2Cc3c(-c4cccc(F)c4)ccnc3O2)cc1OC (stereo not given)	0.1	1.3	1.9	-4.2	-10.2	3.3	2.2	0.2
Cc1ccc(C(CC(=O)O)C2CCOC(C)(C)C2)cc1 (stereo not given)	.	6.2	6.4	-5.4	3.7	-8.8	.	.
CN(C)C(=O)[C@@H]1[C@@H](CO)[C@@H]2Cn3c(ccc(-c4ccccc4F)c3=O)[C@@H]2N1C(=O)c1cnccn1	-1.7	0.1	-2.1	-5.2	-6.8	5.6	.	0.3
